Screens deposited in PubChem BioAssay by several laboratories.
UTI89 phage lysis: inhibition of K1F phage lysis, E. coli UTI89, bacterial capsule biogenesis inhibitors, alamar blue (AID 488966) | 0.02% of 340,000 active | inhibition, % at 100 µM; hits with a dose series show IC50 in µM | E. coli UTI89 K1F phage lysis, alamar blue, 2 h; higher % means a stronger effect;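 active = phage lysis inhibition, versus mean bacterial control, above a set limit; inconclusive = no clear call, values can overlap the other calls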;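 also: capsule biogenesis inhibitors block K1F phage lysis so surviving cells raise fluorescence; higher fluorescence means more inhibition of phage lysis; actives were called in the ten point dose series up to 300 µM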
Salmonella PhoP GFP: PhoP-dependent GFP reporter repression – Salmonella Typhimurium, primary screen (AID 1863) | S. Typhimurium PhoP-regulated promoter GFP reporter, 4 h; higher % means a stronger effect | inhibition, % at 50 µM, or IC50 in µM where a hit was titrated | 0.16% of 300,000 active;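 active = inhibition over 29.93%, a cutoff 3 SD above the screen mean, later confirmed by dose response; inconclusive = inhibition over 29.93% but no dose response follow-up; inactive = inhibition at most 29.93% or unconfirmed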;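 also: 0% = low Mg2+ inducing control and 100% = high Mg2+ repressing control; strong numbers were not always called active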
T cell modulator: modulates CD8 T cell binding to vesicles | 2C CD8+ T cell-vesicle binding, flow cytometry; active compounds read low | calls only at 7 µM | 0.068% of 330,000 active | AID 2052;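 active = response, share of CD8 T cells binding vesicles, and their 90th percentile fluorescence all below set limits, cut at about 80% in these data, passing the limit was not always enough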
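incubation = binding step 1.5 h, 37 °C, antibody labelling 20 min, ice | test system = 2C mouse CD8+ T cells | read-out basis = percent CD8+ FL2 mean versus row control | controls = Peptide-free naked vesicles (low) and QL9 vesicles with 0.7% DMSO vehicle (high) | detection = flow cytometry of vesicle-bound cells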
Rac1 GTP hydrolysis: MgcRacGAP GTPase-activating activity inhibitors, confirmation, biochemical, ADP Hunter fluorescence. AID 624330. inhibition, % at 30 µM, or IC50 in µM where a hit was titrated. 0.6% of 340,000 active. MgcRacGAP-stimulated Rac1 GTP hydrolysis, ADP Hunter fluorescence; higher % means a stronger effect; GST-tagged Rac1 F28L mutant substrate;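 active = first-screen hits whose inhibition reached a set limit at any dose in the follow-up dose series; inconclusive = inhibition above the set first-screen limit but never retested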;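 also: fluorescence reports GDP produced by GAP-driven GTP hydrolysis; strong numbers were not always called active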
Dengue-2 NS5 capping: flavivirus cap methylation enzyme inhibition – biochemical, confirmation dose response, primary screen (AID 588689); one-dose inhibition, % at 25 µM; IC50 in µM for titrated hits; Dengue-2 NS5 methyltransferase capping enzyme assay, biochemical; higher % means a stronger effect; 0.3% of 340,000 active; in the data active = a potency from the dose series; inconclusive = inhibition above about 29% without an active follow-up result
NTR1 agonist: agonists of NTR1, primary screen, imaging, U2OS cells, beta-arrestin-GFP, high content (AID 493036); activation, % at 20 µM; NTR1-U2OS beta-arrestin-GFP spot imaging, agonist mode; 0.17% of 330,000 active; P30989;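 active = activation at or above 40% of the spot to cytoplasm intensity ratio, with at least 20 cells analyzed; inconclusive = wells under 20 cells, flagged as cytotoxic or low count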;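 also: 0% = DMSO without peptide and 100% = 100 nM NTR1 peptide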
Target sequence (P30989 whole entry, looked up): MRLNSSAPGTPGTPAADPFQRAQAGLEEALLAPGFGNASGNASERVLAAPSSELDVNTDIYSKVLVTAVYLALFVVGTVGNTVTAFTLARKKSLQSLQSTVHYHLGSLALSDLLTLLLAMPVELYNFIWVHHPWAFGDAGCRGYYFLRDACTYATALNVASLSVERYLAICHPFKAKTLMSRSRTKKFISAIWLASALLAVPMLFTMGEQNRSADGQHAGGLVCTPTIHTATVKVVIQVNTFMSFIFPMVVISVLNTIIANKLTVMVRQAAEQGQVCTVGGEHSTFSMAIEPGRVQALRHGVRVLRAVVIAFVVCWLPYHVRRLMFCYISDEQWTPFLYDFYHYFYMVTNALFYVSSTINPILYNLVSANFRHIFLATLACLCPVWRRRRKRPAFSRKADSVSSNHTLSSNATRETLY
Large T inhibition: SV40 large T antigen inhibitors, biochemical (AID 1903); SV40 large T antigen ATPase/helicase inhibition assay; higher % means a stronger effect; one-dose inhibition, % at 20 µM; IC50 in µM for titrated hits; 0.39% of 310,000 active; in the data active = a potency from the dose series; inconclusive = inhibition mostly from about 32% at the one dose, without a potency; inactive = the rest, 99 in 100 with inhibition below about 32%; also: strong numbers were not always called active
RSV antiviral HEp-2: RSV antiviral activity via CPE protection, HEp-2 cells, primary 10 µM value included (AID 2391) | 0.13% of 310,000 active | HEp-2 cells, RSV-induced CPE inhibition; higher % means a stronger effect | CPE inhibition, % at 10 µM; hits with a dose series show IC50 in µM; in the data active = a potency from the dose series; inconclusive = CPE inhibition mostly from about 23% at the one dose, without a potency; inactive = the rest, 99 in 100 with CPE inhibition below about 21%; also: strong numbers were not always called active
West Nile antiviral: inhibition of WNV-induced cytopathic effect – cell-based, CPE readout (AID 1621); West Nile virus-infected cells, CPE inhibition; higher % means a stronger effect; one-dose CPE inhibition, % at 10 µM; IC50 in µM for titrated hits; 0.02% of 290,000 active; in the data active = a potency from the dose series; inconclusive = CPE inhibition mostly from about 3.7% at the one dose, without a potency; inactive = the rest, 99 in 100 with CPE inhibition below about 2.2%; also: strong numbers were not always called active
T cell modulator vesicle-bound %: recorded beside T cell modulator, whose call it bears; double positive events, %; measured here: CD8+ vesicle-bound cell fraction;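 binding gate set so that unloaded-vesicle control wells show 10% double positive cells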
NTR1 agonist cell count 20 µM: second read-out of NTR1 agonist, no call of its own (marks repeat the call); cell count; measured here: cell count, cytotoxicity flag
Dengue-2 NS5 capping pilot replicate: also measured in Dengue-2 NS5 capping; calls as there; inhibition, %; measured here: pilot screen replicate inhibition
* hit, by the source's call; & = joins results of further samples; [ ] = dose if it differs, or a comment.

COc1ccc(S(=O)Cc2ccc(C(=O)NC3CC3)o2)cc1 (stereo not given) was read as UTI89 phage lysis 0.2%, Salmonella PhoP GFP 12%, T cell modulator inactive, Rac1 GTP hydrolysis -5%, Dengue-2 NS5 capping 1%, NTR1 agonist 0.6, Large T inhibition 4%, RSV antiviral HEp-2 -0.4%, West Nile antiviral 0.2%, T cell modulator vesicle-bound % 8 and NTR1 agonist cell count 20 µM 60.
Cc1ccc(C)c(OCc2nc3ccccc3[nH]2)c1 was read as UTI89 phage lysis -2.5%, Salmonella PhoP GFP -5%, T cell modulator inactive, Rac1 GTP hydrolysis 5%, Dengue-2 NS5 capping 1%, NTR1 agonist -1.7, Large T inhibition 17%, RSV antiviral HEp-2 2.7%, West Nile antiviral -1.0%, T cell modulator vesicle-bound % 41 and NTR1 agonist cell count 20 µM 92.
For COc1ccc(-n2c(Cc3cccn3C)nnc2SCC(=O)Nc2ccc(F)cc2F)cc1 the results were UTI89 phage lysis 3.3%, Salmonella PhoP GFP 4%, T cell modulator inactive, Rac1 GTP hydrolysis 4%, Dengue-2 NS5 capping -6%, NTR1 agonist -2.3, Large T inhibition 3%, RSV antiviral HEp-2 0.6%, West Nile antiviral -0.3%, T cell modulator vesicle-bound % 64 and NTR1 agonist cell count 20 µM 66.
`Cc1nn(C(C)c2n[nH]c(=S)n2-c2cccc(Cl)c2)c(C)c1[N+](=O)[O-]` (stereo not given) gave UTI89 phage lysis -0.5%, Salmonella PhoP GFP -2%, T cell modulator inactive, Rac1 GTP hydrolysis 2%, Dengue-2 NS5 capping -7%, NTR1 agonist -1.8, Large T inhibition 26%, RSV antiviral HEp-2 5.7%, West Nile antiviral -0.4%, T cell modulator vesicle-bound % 35, NTR1 agonist cell count 20 µM 73 and Dengue-2 NS5 capping pilot replicate -6.7.
C=CCCC(=O)Nc1nc(C)c(-c2csc(Nc3cc(Cl)ccc3OC)n2)s1 was read as UTI89 phage lysis 9.1%, Salmonella PhoP GFP 1%, T cell modulator inactive, Rac1 GTP hydrolysis 5%, Dengue-2 NS5 capping 14%, NTR1 agonist 2.8, Large T inhibition 8%, RSV antiviral HEp-2 3.3%, West Nile antiviral -0.4%, T cell modulator vesicle-bound % 43 and NTR1 agonist cell count 20 µM 93.
CCOc1ncccc1C(=O)Nc1cc(S(=O)(=O)N2CCCCC2)ccc1Cl was read as UTI89 phage lysis 0.0%[50 µM], T cell modulator inactive, Rac1 GTP hydrolysis 4%, Dengue-2 NS5 capping 2%, NTR1 agonist 6.6, RSV antiviral HEp-2 0.3%, T cell modulator vesicle-bound % 19 and NTR1 agonist cell count 20 µM 82.
`CCOC(=O)N1CCN(C(=O)c2ccc(N(C)S(=O)(=O)c3ccc(C)cc3)cc2)CC1` gave UTI89 phage lysis 1.0%[50 µM], Salmonella PhoP GFP 4%, T cell modulator inactive, Rac1 GTP hydrolysis 5%, Dengue-2 NS5 capping 1%, NTR1 agonist -0.8, Large T inhibition -7%, RSV antiviral HEp-2 6.3%, West Nile antiviral -1.3%, T cell modulator vesicle-bound % 57 and NTR1 agonist cell count 20 µM 55.
For COC(=O)C1C(O)=C(C(C)=N)C(=O)CC1(C)C (stereo not given) the results were UTI89 phage lysis 0.4%, Salmonella PhoP GFP 8%, T cell modulator inactive, Rac1 GTP hydrolysis 8%, Dengue-2 NS5 capping 2%, NTR1 agonist 1.3, Large T inhibition 2%, RSV antiviral HEp-2 0.4%, West Nile antiviral 0.0%, T cell modulator vesicle-bound % 31 and NTR1 agonist cell count 20 µM 54.
For O=C(Nc1nc(-c2ccc(S(=O)(=O)N3CCOCC3)cc2)cs1)c1ccccc1 the results were UTI89 phage lysis -1.9%&-3.0%, Salmonella PhoP GFP 0%, T cell modulator inactive, Rac1 GTP hydrolysis 5%&10%, Dengue-2 NS5 capping -14%&-3%, NTR1 agonist 20, Large T inhibition 8%, RSV antiviral HEp-2 2.4%, T cell modulator vesicle-bound % 11 and NTR1 agonist cell count 20 µM 40.
For O=C(Cc1ccc(Cl)cc1)N1CCN(C(=O)c2ccco2)CC1 the results were UTI89 phage lysis 1.0%, Salmonella PhoP GFP -5%, T cell modulator inactive, Rac1 GTP hydrolysis 6%, Dengue-2 NS5 capping 4%, NTR1 agonist -1.6, Large T inhibition 14%, RSV antiviral HEp-2 0.9%, West Nile antiviral -0.6%, T cell modulator vesicle-bound % 51 and NTR1 agonist cell count 20 µM 64.
COC(OC)c1nc(SCC(=O)Nc2cccc(Cl)c2)ncc1C(=O)O was read as UTI89 phage lysis 1.0%, Salmonella PhoP GFP 65%, T cell modulator inactive, Rac1 GTP hydrolysis 20%, Dengue-2 NS5 capping 0%, NTR1 agonist 2.1, Large T inhibition 46%, RSV antiviral HEp-2 1.0%, West Nile antiviral inconclusive, T cell modulator vesicle-bound % 37 and NTR1 agonist cell count 20 µM 46.
For O=C1COc2ccc(S(=O)(=O)N3CCCCCC3)cc2N1 the results were UTI89 phage lysis 0.8%, Salmonella PhoP GFP -20%, T cell modulator inactive, Rac1 GTP hydrolysis -3%, Dengue-2 NS5 capping -8%, NTR1 agonist -0.5, Large T inhibition 12%, RSV antiviral HEp-2 1.4%, West Nile antiviral 0.6%, T cell modulator vesicle-bound % 10 and NTR1 agonist cell count 20 µM 79.
For Cc1ccc(NC(=O)C2Oc3ccccc3OC2C)cc1 (stereo not given) the results were UTI89 phage lysis -1.3%, Salmonella PhoP GFP -2%, T cell modulator inactive, Rac1 GTP hydrolysis 18%, NTR1 agonist 1.0, Large T inhibition 9%, RSV antiviral HEp-2 0.8%, West Nile antiviral -0.7%, T cell modulator vesicle-bound % 57 and NTR1 agonist cell count 20 µM 64.
Screening CC(C)c1ccc(N(C(=O)c2ccc3c(c2)OCO3)C2C=CS(=O)(=O)C2)cc1 (stereo not given) returned UTI89 phage lysis -0.4%, Salmonella PhoP GFP -8%, T cell modulator inactive, Rac1 GTP hydrolysis 9%, Dengue-2 NS5 capping -1%, NTR1 agonist 1.4, Large T inhibition 9%, RSV antiviral HEp-2 1.3%, West Nile antiviral -0.2%, T cell modulator vesicle-bound % 31 and NTR1 agonist cell count 20 µM 61.
`Cc1ccc(CC(=O)Nc2ccc(F)c([N+](=O)[O-])c2)cc1C` gave UTI89 phage lysis -0.1%, Salmonella PhoP GFP 3%, T cell modulator inactive, Rac1 GTP hydrolysis 4%, Dengue-2 NS5 capping 0%, NTR1 agonist 2.9, Large T inhibition 8%, RSV antiviral HEp-2 0.8%, West Nile antiviral -0.8%, T cell modulator vesicle-bound % 39 and NTR1 agonist cell count 20 µM 34.
`O=C(NC1CCCC1)c1cc(=O)[nH]c2ccccc12` gave UTI89 phage lysis -0.1%, Salmonella PhoP GFP -5%, T cell modulator inactive, Rac1 GTP hydrolysis -8%, Dengue-2 NS5 capping -4%, NTR1 agonist 0.7, Large T inhibition 6%, RSV antiviral HEp-2 1.3%, West Nile antiviral 1.1%, T cell modulator vesicle-bound % 38 and NTR1 agonist cell count 20 µM 57.
`C=C(C)C(=O)N1CC2(CC(c3cccc(NC(=O)/C=C\C=C/C)c3)=NO2)C[C@H]1C(N)=O` (stereo not given in full) gave UTI89 phage lysis 1.4%, Salmonella PhoP GFP 6%, T cell modulator inactive, Rac1 GTP hydrolysis 11%, Dengue-2 NS5 capping -17%, NTR1 agonist -4.4, Large T inhibition 8%, RSV antiviral HEp-2 1.4%, West Nile antiviral 0.4%, T cell modulator vesicle-bound % 45 and NTR1 agonist cell count 20 µM 59.
Screening CSc1ccccc1C(=O)N1CCCC(CCC(=O)NCc2ccc(F)c(F)c2)C1 (stereo not given) returned UTI89 phage lysis -0.1%, Salmonella PhoP GFP 12%, T cell modulator inactive, Rac1 GTP hydrolysis 10%, Dengue-2 NS5 capping -4%, NTR1 agonist 0.5, Large T inhibition -8%, RSV antiviral HEp-2 inconclusive, West Nile antiviral -0.9%, T cell modulator vesicle-bound % 52 and NTR1 agonist cell count 20 µM 65.
`Cc1nc(C)c(NC(=O)N2CCc3ccccc32)cc1NC(=O)N1CCc2ccccc21` gave UTI89 phage lysis 0.2%, Salmonella PhoP GFP 9%, T cell modulator inactive, Rac1 GTP hydrolysis 8%, Dengue-2 NS5 capping -3%, NTR1 agonist -0.8, Large T inhibition 1%, RSV antiviral HEp-2 3.9%, West Nile antiviral 0.9%, T cell modulator vesicle-bound % 37 and NTR1 agonist cell count 20 µM 49.
CC(C)[C@H](NC(=O)N1CC(=O)Nc2ccccc21)C(=O)N[C@H](Cc1c[nH]c2ccccc12)C(=O)O was read as UTI89 phage lysis 3.1%, Salmonella PhoP GFP -6%, T cell modulator inactive, Rac1 GTP hydrolysis 7%, Dengue-2 NS5 capping -1%, NTR1 agonist -0.2, Large T inhibition 13%, RSV antiviral HEp-2 1.4%, West Nile antiviral -0.1%, T cell modulator vesicle-bound % 46 and NTR1 agonist cell count 20 µM 88.
O=C(COc1ccccc1[N+](=O)[O-])N1CCN(c2ccccn2)CC1 was read as UTI89 phage lysis 0.6%[50 µM], Salmonella PhoP GFP -7%, T cell modulator inactive, Rac1 GTP hydrolysis 5%, Dengue-2 NS5 capping 6%, NTR1 agonist -0.4, Large T inhibition 21%, RSV antiviral HEp-2 0.2%, T cell modulator vesicle-bound % 12 and NTR1 agonist cell count 20 µM 67.
Screening CCOc1ccc(C(=O)CC(=O)C(=O)NCCc2ccc(OC)c(OC)c2)cc1 returned UTI89 phage lysis -1.1%[50 µM], Salmonella PhoP GFP 2%, T cell modulator inactive, Rac1 GTP hydrolysis 3%, Dengue-2 NS5 capping -3%, NTR1 agonist 2.8, Large T inhibition 0%, RSV antiviral HEp-2 1.3%, West Nile antiviral -0.5%, T cell modulator vesicle-bound % 25 and NTR1 agonist cell count 20 µM 68.
Screening CCc1cc(C=NC2CCCCC2)c(O)s1 returned UTI89 phage lysis 0.2%, Salmonella PhoP GFP -1%, T cell modulator inactive, Rac1 GTP hydrolysis 10%, Dengue-2 NS5 capping 0%, NTR1 agonist 0.5, Large T inhibition -4%, RSV antiviral HEp-2 1.0%, T cell modulator vesicle-bound % 35 and NTR1 agonist cell count 20 µM 87.
